# HCV NS3 hel inh: HCV NS3 helicase inhibition; NS3 helicase DNA unwinding, Cy5 molecular beacon fluorescence; inhibition, % at 10.9 µM; 0.56% of 290,000 active; AID 1800;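 active means inhibition above the mean of all tested compounds plus 3 SD, set per campaign, cut at about 35% in these data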;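 further: 0% = DMSO wells and 100% = thioflavine S control wells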
#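 Assay system: hepatitis C virus NS3 helicase domain fragment enzyme. Also added: annealed dual-labelled DNA beacon duplex, ATP-started. Timing: 1 h reaction at 25 °C, ATP-initiated. Technique: Cy5 fluorescence at 0 and 60 min, beacon hairpin quenching. Evaluation: % inhibition of unwinding. Replication: one well per compound.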
# VIM-2 inh: inhibitors of Pseudomonas aeruginosa VIM-2 metallo-beta-lactamase; purified VIM-2, nitrocefin hydrolysis, epi-absorbance fluorescence; inhibition, % at 5.6 µM; 0.89% of 290,000 active;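 active means inhibition above the mean of all tested compounds plus 3 SD, cutoff set per screening run, cut at about 7.5% in these data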;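 further: red hydrolysis product quenches plate fluorescence so inhibitors raise well fluorescence; 0% = enzyme with DMSO and 100% = DMSO without enzyme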
# IMP-1 inh: inhibitors of Pseudomonas aeruginosa IMP-1 metallo-beta-lactamase; purified IMP-1, nitrocefin hydrolysis, epi-absorbance fluorescence; inhibition, % at 5.6 µM; 0.45% of 290,000 active; AID 1556;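 active means inhibition above the mean plus 3 SD of all compounds in the same screening run, cut at about 4.5% in these data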;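 further: 0% = IMP-1 with DMSO and 100% = DMSO wells lacking enzyme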
#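 system = purified recombinant IMP-1 beta-lactamase | amount = 0.2 nM IMP-1, as dispensed | medium = HEPES buffer pH 7.1 with ZnSO4 and Brij 35 | times = 25 °C, 15 min preincubation, 25 min reaction | detection = plate fluorescence quenching by hydrolysis product, ex 480/em 530 nm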
# IDE cell inh: inhibits human insulin-degrading enzyme in HEK cells | P14735 | 0.41% of 320,000 active | FAbetaB cleavage, fluorescence polarization | inhibition, % at 5.59 µM;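 active means percent inhibition above the average of all tested compounds plus 3 SD, set per screening campaign, cut at about 16% in these data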;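 further: IDE supplied by intact live HEK cells; FP after avidin binding of uncleaved biotin substrate so inhibition keeps polarization high; 0% = DMSO wells and 100% = 60 µM reference IDE inhibitor Ii1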
# pCIP destab: p/CIP protein destabilization; Q05BA5; F442A p/CIP-EGFP cells, EGFP fluorescence, 16 h; decrease of EGFP signal, % at 10 µM; 0.01% of 290,000 active;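 active means EGFP signal decrease of at least 30% at 10 µM or well 3 SD below plate mean, unless failing retest; inactive means the rest, including hits failing retest or dose response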; further: some compounds called inactive have numbers as strong as hits; many of its hits are not listed in these tables
# CRFR2-BP antag: CRF-BP/CRF-R2 complex antagonism | 0.59% of 350,000 active | inhibition, % at 11.8 µM | HEK293 CRF-R2/CRF-BP, CRF-induced calcium fluorescence;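 active means inhibition of the ligand-induced calcium signal above about 50% at the single tested concentration, limit read from the data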
# SUMO HTRF inh: inhibitors of human SUMOylation (UBC9); HTRF SUMOylation assay, SAE1/SAE2 + UBC9, in vitro; inhibition, % at 35 µM; 0.36% of 290,000 active; AID 2006; in the data active means inhibition above about 50%, passing the limit was not always enough; further: strong numbers were not always called active
# Target sequence (P63279 whole entry, looked up): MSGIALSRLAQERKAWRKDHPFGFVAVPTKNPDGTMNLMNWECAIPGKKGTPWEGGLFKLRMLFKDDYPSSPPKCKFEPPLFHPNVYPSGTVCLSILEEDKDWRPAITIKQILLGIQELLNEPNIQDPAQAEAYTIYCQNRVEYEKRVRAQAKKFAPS
# IDE act: IDE (human) activation, cell-based; P14735; HEK cells, FAbeta-B cleavage, fluorescence polarization; 0% vehicle, 100% cell-free pure enzyme wells; activation, % at 5.96 µM; 0.073% of 340,000 active;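 active means activation above the mean of all tested compounds plus 3 SD, set per screening campaign, cut at about 17% in these data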
# GalR3 antagonist: blocks the human galanin receptor 3; HEK293 GalR3-CNG cAMP membrane potential fluorescence; galR3 body fused to GalR1 C-terminus; inhibition, % at 3 µM; 0.44% of 360,000 active; AID 651719;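 active means inhibition above the screen-wide average plus 3 SD, cut at about 13% in these data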;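 further: forskolin and galanin both at EC90 stimulate the cells; cAMP rise reported by CNG channel membrane potential dye signal; 0% = forskolin plus galanin with DMSO and 100% = forskolin alone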
# Target sequence (O60755 1-299 limits assumed): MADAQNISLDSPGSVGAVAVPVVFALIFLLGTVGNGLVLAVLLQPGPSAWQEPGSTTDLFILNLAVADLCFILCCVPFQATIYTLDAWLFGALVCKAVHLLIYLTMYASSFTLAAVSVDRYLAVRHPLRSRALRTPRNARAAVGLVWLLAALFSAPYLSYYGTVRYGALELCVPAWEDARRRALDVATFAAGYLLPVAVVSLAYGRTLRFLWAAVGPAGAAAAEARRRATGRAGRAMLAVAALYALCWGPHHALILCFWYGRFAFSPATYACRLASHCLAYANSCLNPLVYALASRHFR
# Starred values were filed as active, the others as inactive; . = no result given.
# Letter code: A = HCV NS3 hel inh; B = VIM-2 inh; C = IMP-1 inh; D = IDE cell inh; E = pCIP destab; F = CRFR2-BP antag; G = SUMO HTRF inh; H = IDE act; I = GalR3 antagonist
CNC(=O)N(O)C1N(/N=C/c2ccccc2F)C(=S)SC1(C)C (centres undefined)
  A: -11	B: 0.5	C: -2.5	D: 5	E: 5	F: 21	G: -20	H: 4	I: -9
COc1cc(C2C(C(C)=O)=C(O)C(=O)N2c2ccc(Br)cn2)ccc1O (centres undefined)
  A: 1	B: 0.3	C: 3.3	D: -2	E: -3	F: 30	G: 11	H: 3	I: 1
COc1ccc2[nH]c3c(=O)n4c(nc3c2c1)SCCC4
  A: -3	B: 2.2	C: -0.3	D: -4	E: 2	F: 20	G: 8	H: .	I: -4
COc1ccc(C(=O)NC(=S)NNC(=O)c2ccccc2O)cc1
  A: 12	B: 4.0	C: -2.6	D: 2	E: 2	F: 3	G: -60	H: 0	I: -6
CCOC(=O)CSC1=C(C#N)C(c2ccccc2Cl)C(C(=O)OC)C(=O)N1 (centres undefined)
  A: 4	B: -1.1	C: -1.3	D: 3	E: 10	F: 32	G: -3	H: 2	I: 1
O=C(O)CCCC(=O)NS(=O)(=O)c1ccc(Cl)cc1
  A: -10	B: -2.2	C: 0.0	D: 6	E: 8	F: 1	G: -5	H: 2	I: -2
CCCCCCCCCCCC(=O)NC(Cc1ccc(OC)c([N+](=O)[O-])c1)C(=O)O (centres undefined)
  A: -47	B: -4.1	C: -3.1	D: -6	E: -5	F: 55*	G: 17	H: 7	I: -3
CCSCc1nnc(SCC(=O)Nc2ccc(F)cc2)n1CC
  A: 7	B: -4.8	C: -4.2	D: 1	E: -7	F: 22	G: 12	H: 3	I: 0
O=C(CSc1nnc(-c2ccco2)n1Cc1ccco1)NCc1cccs1
  A: 2	B: -0.3	C: -1.4	D: 2	E: -2	F: 9	G: -26	H: 2	I: -4
Cc1nn(CCC#N)c2[nH]c(=O)cc(C(F)(F)F)c12
  A: 3	B: 0.1	C: -3.1	D: -1	E: -8	F: -2	G: 18	H: 4	I: -3
CSc1nc2ccc(NS(=O)(=O)c3ccccc3F)cc2s1
  A: -3	B: -0.9	C: -3.6	D: 2	E: 1	F: 5	G: 1	H: 6	I: -3
Cc1ccc(N(CN2CCCC2=O)C(=O)c2ccc(C)c(C)c2)cc1
  A: 6	B: -4.0	C: -1.5	D: 6	E: -10	F: 5	G: -1	H: -7	I: -4
CN(C1=C(NC(=O)c2ccccc2)C(=O)c2ccccc2C1=O)C1CCS(=O)(=O)C1 (centres undefined)
  A: -19	B: -4.7	C: -6.8	D: 4	E: 1	F: .	G: 41	H: -2	I: -6
COc1ccccc1NC(=O)C/C(N)=N/OCC(=O)Nc1cccc(Cl)c1
  A: .	B: .	C: .	D: 0	E: .	F: -2	G: .	H: 0	I: -7
COc1ccc([C@H]2CC(=O)C=C(c3cccc(OCc4ccccc4)c3)C2)cc1
  A: .	B: .	C: .	D: 6	E: .	F: -8	G: .	H: 4	I: -7
Cc1ccc(NC(=O)C(NC2CCCC2)c2ccccc2)cc1Cl (centres undefined)
  A: -4	B: -3.7	C: -3.5	D: 2	E: 13	F: -14	G: -29	H: -1	I: -8
CC(=O)Nc1ccc(NC(=O)c2cc(=O)c3cc(C)cc(C)c3o2)cc1
  A: 6	B: -1.1	C: -1.9	D: 0	E: 4	F: -10	G: 9	H: 5	I: -6
COC(=O)c1ccc(NC(=O)c2ccco2)cc1
  A: -4	B: 0.4	C: -0.9	D: -4	E: -10	F: -6	G: 11	H: 2	I: -2
C=C1c2ccc(C)cc2NC(=O)N1c1ccccc1
  A: -1	B: -1.1	C: -5.6	D: -2	E: 13	F: 22	G: -1	H: .	I: .
Fc1ccc(CSc2nnc3ccccn23)c(Cl)c1
  A: 4	B: -3.0	C: -0.5	D: 5	E: -14	F: 0	G: 11	H: 7	I: -4
CCc1cccc(CC)c1NC(=S)Nc1cccc(Cl)c1Cl
  A: 3	B: -4.0	C: -2.7	D: 6	E: -2	F: 12	G: 4	H: 7	I: -5
N#C/C(=C\c1cccnc1)C(=O)Nc1ccc(C(=O)O)cc1
  A: -8	B: -0.8	C: -2.5	D: -10	E: 9	F: 4	G: 4	H: 0	I: -3
COC(=O)c1ccccc1NC(=O)Nc1ccc(C)cn1
  A: 0	B: -4.0	C: -3.1	D: 0	E: 13	F: -51	G: 5	H: 2	I: -4
O=C(COC(=O)COc1ccc(Cl)cc1)Nc1ccc(N2CCOCC2)cc1
  A: 15	B: -1.9	C: -0.6	D: -4	E: 2	F: 10	G: 8	H: 2	I: 2
COc1ccc(Cl)cc1S(=O)(=O)N1CCCC(C(=O)N2CCCC2)C1 (centres undefined)
  A: -2	B: -0.5	C: -1.7	D: -3	E: -17	F: 0	G: 7	H: 3	I: -3
CCN(C(=O)c1cc2ccccc2o1)C12CC3CC(CC(C3)C1)C2
  A: 2	B: -0.7	C: -1.7	D: 2	E: -10	F: .	G: -7	H: .	I: .
Cc1ccccc1N1CCN(C(=O)CCN2C(=O)c3ccccc3C2=O)CC1
  A: -1	B: 0.6	C: -3.0	D: 5	E: -1	F: 3	G: 12	H: -6	I: -4
COc1ccc(C(=O)Nc2ccc(NC(=O)c3ccco3)cc2)cc1
  A: -2	B: -3.3	C: -2.2	D: 4	E: 7	F: 5	G: 21	H: 1	I: -9
O=C(NCC1CCCO1)/C(=C/c1ccc(Cl)cc1)NC(=O)c1ccccc1 (centres undefined)
  A: -2	B: -1.0	C: -2.8	D: -5	E: -7	F: 6	G: -4	H: -2	I: -3
O=C(Nc1cccc(S(=O)(=O)N2CCCCC2)c1)c1ccc2c(=O)n3c(nc2c1)CCCCC3
  A: -1	B: 1.4	C: 0.2	D: 1	E: -2	F: 6	G: -12	H: 0	I: -3
O=C(Nc1ccc(S(=O)(=O)Nc2ccccn2)cc1)c1cccc(Br)c1
  A: -3	B: -1.3	C: -2.1	D: 6	E: -1	F: -28	G: 4	H: -6	I: 1
CN(C)C(=S)NC1(C)CCS(=O)(=O)C1 (centres undefined)
  A: 6	B: -1.2	C: -0.5	D: -2	E: -10	F: 0	G: 1	H: 4	I: -2
Cc1ccc2nc(C)cc(N3CCOCC3)c2c1
  A: 0	B: -2.5	C: -3.7	D: 4	E: -1	F: 12	G: 19	H: 10	I: -2
Cc1cccc(NC(=O)COc2ccc(/C=C\c3[nH]c(=O)[nH]c(=O)c3[N+](=O)[O-])cc2)c1
  A: 23	B: -3.3	C: -2.9	D: 1	E: 8	F: 5	G: 14	H: -8	I: -3
CC(Cl)C(=O)NNC(=O)CNS(=O)(=O)c1ccccc1 (centres undefined)
  A: 18	B: 1.1	C: -2.5	D: -11	E: 4	F: 2	G: 15	H: 5	I: -9
CCCN1CCN(CCCNC(=O)CN2C(=O)C(CC)Oc3ccccc32)CC1 (centres undefined)
  A: 6	B: -8.8	C: -1.1	D: 1	E: -7	F: -17	G: 9	H: 7	I: 1
COc1ccc(OC)c(S(=O)(=O)NCCCN2CCCC2=O)c1
  A: -1	B: -1.3	C: -0.1	D: 0	E: -3	F: -2	G: 2	H: 3	I: -3
CCOC(=O)N1CCC(NS(=O)(=O)c2ccc(NC(C)=O)c(Cl)c2)CC1
  A: -5	B: -0.6	C: -3.1	D: 1	E: -7	F: 4	G: 14	H: .	I: -5
Cc1cccn2c(/C=N/OCc3ccc(F)cc3)c(-c3ccc(Cl)cc3)nc12
  A: 5	B: -2.2	C: -1.2	D: 4	E: -16	F: 27	G: 18	H: 1	I: 3
Cc1ccc(S(=O)(=O)Nc2ccc3nc(N)sc3c2)cc1
  A: -7	B: 0.1	C: -0.2	D: 1	E: -8	F: -1	G: 4	H: 1	I: -8
Nc1nonc1-c1noc(N2CCOCC2)n1
  A: -1	B: -4.0	C: -4.2	D: -5	E: -5	F: 13	G: 21	H: 4	I: 1
NC(=O)NC(=O)C(c1ccccc1)N1CCN(S(=O)(=O)c2ccc(Br)s2)CC1 (centres undefined)
  A: .	B: .	C: .	D: 1	E: .	F: -13	G: .	H: 2	I: -2
S=C(NC1CC1)N1CCc2ccccc2C1
  A: -1	B: 1.2	C: -2.7	D: 5	E: 8	F: -1	G: -2	H: -2	I: -2
Cc1ccc(/C=N/c2sc3c(c2C#N)CCC3)s1
  A: 7	B: 0.8	C: 3.7	D: 4	E: -3	F: -11	G: 13	H: -6	I: -3
C/C(=N\NC(=S)Nc1c(C)cccc1C)c1ccc(OC(F)F)cc1
  A: -4	B: -5.6	C: -0.1	D: -2	E: -4	F: -44	G: -2	H: -1	I: -5
O=C1OC(C(=O)O)Cc2ccccc21 (centres undefined)
  A: 3	B: -1.7	C: -3.4	D: 1	E: 4	F: 36	G: 0	H: -4	I: -10
CC(C)CCN1CCN(CCCn2cccn2)CC1CCO (centres undefined)
  A: 7	B: 2.8	C: -0.4	D: 1	E: 3	F: 0	G: 6	H: 2	I: -3
O=S(=O)(NCC(c1ccco1)N1CCN(c2ccccc2F)CC1)c1ccccc1 (centres undefined)
  A: -7	B: -3.9	C: -2.7	D: 6	E: -13	F: -9	G: -7	H: 6	I: 3
CCCCN(C(=O)Cc1ccc(S(=O)(=O)N2CCOCC2)s1)c1ccccc1
  A: .	B: .	C: .	D: 4	E: .	F: 4	G: .	H: 0	I: 3
N#C/C(=C\c1ccncc1)c1nc2ccccc2o1
  A: -12	B: -3.9	C: -2.6	D: 7	E: 10	F: 9	G: -8	H: .	I: -2

# More records
# Letter code: A = HCV NS3 hel inh; B = VIM-2 inh; C = IMP-1 inh; D = IDE cell inh; E = pCIP destab; F = CRFR2-BP antag; G = SUMO HTRF inh; H = IDE act; I = GalR3 antagonist
COc1ccccc1NC(=O)c1cc(S(=O)(=O)N2CCCCCC2)ccc1F
  A: -12	B: 0.2	C: -2.4	D: -12	E: -9	F: 12	G: 0	H: -7	I: 2
CCOC(=O)Cc1csc(SC(C)C(=O)Nc2ccc(NC(C)=O)cc2)n1 (centres undefined)
  A: -1	B: -1.5	C: -5.7	D: -8	E: -4	F: 4	G: 1	H: -1	I: -2
CCN1CCN(c2cc(C)c3cc(NC(=S)N4CCC5(CC4)OCCO5)ccc3n2)CC1
  A: -34	B: 0.4	C: -1.1	D: -1	E: -11	F: 6	G: 18	H: 2	I: 2
O=C(CC(=O)NCc1cccnc1)NCc1cccnc1
  A: 0	B: -3.0	C: -4.1	D: -3	E: 1	F: -22	G: 7	H: -6	I: -1
O=C(NCC1CCCO1)c1cc2c(s1)CCCC2 (centres undefined)
  A: .	B: .	C: .	D: 3	E: .	F: -3	G: .	H: 8	I: -2

# Reformatted with two lines to a compound: part of the list above
# Values in the order: HCV NS3 hel inh	VIM-2 inh	IMP-1 inh	IDE cell inh	pCIP destab	CRFR2-BP antag	SUMO HTRF inh	IDE act	GalR3 antagonist
COc1ccccc1NC(=O)c1cc(S(=O)(=O)N2CCCCCC2)ccc1F
 : -12	0.2	-2.4	-12	-9	12	0	-7	2
CCOC(=O)Cc1csc(SC(C)C(=O)Nc2ccc(NC(C)=O)cc2)n1 (centres undefined)
 : -1	-1.5	-5.7	-8	-4	4	1	-1	-2
CCN1CCN(c2cc(C)c3cc(NC(=S)N4CCC5(CC4)OCCO5)ccc3n2)CC1
 : -34	0.4	-1.1	-1	-11	6	18	2	2

# Source: PubChem
